# Avidin bead fluor: avidin bead compound fluorescence profile | fluorescence (KMESF) at 10 µM | hit rate 0.38% among 220,000 | Avidin beads, compound fluorescence 488/530 nm, flow cytometry; hits give high values; in the data active = fluorescence above about 47; also: inactives centre near 10
# RGS8-Gao: regulators of human RGS8-Galphao interaction | hit rate 0.34% among 220,000 | P09471 | response (percent of control binding), % at 10 µM | multiplexed bead flow cytometry, RGS8-Galphao binding; actives lie on both sides; in the data active = response below about 60% or above about 140%; inactive = in between;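 also: Galphao activated as the GDP aluminium fluoride complex binding bead-coupled RGS8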
# Pf gametocyte: P. falciparum stage V gametocyte viability inhibition; hit rate 0.065% among 150,000; inhibition, % at 10.9 µM; P. falciparum stage V gametocytes, ATP luminescence, 24 h;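 active = inhibition above the mean plus 3 SD of compounds within the control limits, set per campaign, cut at about 38% in these data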;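 also: 0% = DMSO wells and 100% = medium only without gametocytes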
# ABCB1 block: human ABCB1 inhibition, ABCG2 as counter-screen. P08183. CCRF-Adr cells, JC-1 efflux, flow cytometry. inhibition, % at 6.6 µM. hit rate 0.067% among 190,000; in the data active = inhibition above about 40%;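 also: 0% = vehicle and 100% = reference inhibitor; higher value means more JC-1 retained so stronger ABCB1 efflux block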
# Target sequence (P08183 whole entry, looked up): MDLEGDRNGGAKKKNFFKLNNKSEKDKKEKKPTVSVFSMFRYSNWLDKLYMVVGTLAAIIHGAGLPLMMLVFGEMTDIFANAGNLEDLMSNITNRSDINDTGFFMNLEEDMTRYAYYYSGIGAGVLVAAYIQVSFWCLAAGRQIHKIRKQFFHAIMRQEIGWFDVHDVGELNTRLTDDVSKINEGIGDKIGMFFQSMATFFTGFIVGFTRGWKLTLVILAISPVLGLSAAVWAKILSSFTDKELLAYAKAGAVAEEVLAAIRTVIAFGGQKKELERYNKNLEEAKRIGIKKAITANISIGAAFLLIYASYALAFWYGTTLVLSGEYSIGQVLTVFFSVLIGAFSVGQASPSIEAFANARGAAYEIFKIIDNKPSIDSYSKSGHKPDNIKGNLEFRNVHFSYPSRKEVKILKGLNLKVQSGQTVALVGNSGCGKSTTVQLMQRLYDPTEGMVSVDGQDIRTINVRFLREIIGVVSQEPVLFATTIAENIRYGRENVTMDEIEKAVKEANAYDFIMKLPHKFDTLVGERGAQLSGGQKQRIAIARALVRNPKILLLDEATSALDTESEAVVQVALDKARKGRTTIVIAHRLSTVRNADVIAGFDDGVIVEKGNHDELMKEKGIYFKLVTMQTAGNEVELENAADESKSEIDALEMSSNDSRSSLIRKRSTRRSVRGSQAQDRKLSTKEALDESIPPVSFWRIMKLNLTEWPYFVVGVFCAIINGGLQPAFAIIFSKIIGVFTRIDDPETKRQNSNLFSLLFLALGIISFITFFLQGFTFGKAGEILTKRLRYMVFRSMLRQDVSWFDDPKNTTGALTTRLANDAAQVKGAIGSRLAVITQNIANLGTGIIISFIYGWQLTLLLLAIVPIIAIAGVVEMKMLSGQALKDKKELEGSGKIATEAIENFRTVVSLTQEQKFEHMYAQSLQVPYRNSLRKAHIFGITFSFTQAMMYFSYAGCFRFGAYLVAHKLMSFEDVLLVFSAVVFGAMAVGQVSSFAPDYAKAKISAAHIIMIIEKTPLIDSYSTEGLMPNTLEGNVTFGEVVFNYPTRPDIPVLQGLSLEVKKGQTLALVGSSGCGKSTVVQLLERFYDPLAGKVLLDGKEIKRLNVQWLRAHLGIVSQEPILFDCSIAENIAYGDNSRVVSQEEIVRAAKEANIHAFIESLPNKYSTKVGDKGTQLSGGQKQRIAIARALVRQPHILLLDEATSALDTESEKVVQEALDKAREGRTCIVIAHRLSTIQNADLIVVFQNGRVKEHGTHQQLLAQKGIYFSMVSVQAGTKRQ
# Mcl-1 Bim block: disrupts Bim peptide binding to human Mcl-1; AID 1009; Q07820; Bead-based flow cytometry, Bim peptide-Mcl-1 binding; hit rate 0.1% among 190,000; inhibition, % at 10 µM; in the data active = inhibition above about 40%;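 also: 0% = no compound tracer wells and 100% = peptide blocker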
# RGS4-Gao reg: modulates binding of RGS4 to human Galphao; P09471; Multiplexed bead flow cytometry; actives lie on both sides; binding response (% of control), % at 10 µM; hit rate 0.33% among 220,000; in the data active = binding response below about 49% or above about 150%; inactive = in between;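 also: fluorescent Galphao activated with aluminum fluoride binding bead-coupled RGS4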
# Mcl1 Noxa PPI: disrupts binding of human Mcl-1 to Noxa peptide; AID 1022; Q07820; TR-FRET Mcl-1/Noxa peptide binding, 2 h; inhibition, % at 21.7 µM; hit rate 1.5% among 220,000;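 active = compounds that cut the protein-peptide binding signal by more than 50% relative to plate controls in a single-dose test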;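 also: His-tagged Mcl-1 with rhodamine Noxa BH3 peptide and terbium anti-His antibody; 0% = Mcl-1 plus Noxa peptide wells and 100% = peptide-only wells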
# GSH fluor: GSH bead compound fluorescence profile. GSH beads flow cytometry, compound fluorescence 488/530 nm; hits give high values. fluorescence (KMESF) at 10 µM. hit rate 0.25% among 190,000; in the data active = fluorescence above about 89;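 also: glutathione beads carrying GST-tagged Bcl family fusion proteins plus one bare bead set; values are compound well signal with DMSO vehicle wells as background; inactives centre near 16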
# Mcl1 Bid PPI: disrupts binding of human Mcl-1 to Bid peptide | Q07820 | TR-FRET Mcl-1/Bid-Dy647 peptide binding, 1536-well | inhibition, % at 21.7 µM | hit rate 0.97% among 220,000;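 active = compounds that cut the binding signal by more than half at the single screening dose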;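 also: His-tagged Mcl-1 with europium anti-His antibody binding Bid BH3 peptide; 0% = Mcl-1 plus peptide wells and 100% = peptide-only wells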
# ABCG2 block: blocks JC-1 efflux by human ABCG2 transporter. AID 1325. IgMXP3 cells, flow cytometry. inhibition, % at 6.6 µM. Q9UNQ0. hit rate 0.1% among 190,000;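 active = inhibition above 80%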;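 also: 0% = DMSO and 100% = nicardipine control wells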
#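 Test system: IgMXP3 (ABCG2) plus far-red-tagged CCRF-Adr (ABCB1) cells / Amount: 3 million cells/mL in well / Reagent: JC-1 transporter substrate / Timing: 10 min compound exposure, 25 °C / Signal: flow cytometry, 530 nm JC-1 signal / Read-out: percent efflux inhibition, scaled nicardipine 100% to DMSO 0% / Benchmarks: nicardipine as high control, DMSO as low control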
# RGS7-Gao reg: human RGS7-Galphao interaction regulation; AID 1439; hit rate 0.35% among 220,000; binding response (% of control), % at 10 µM; Multiplexed bead flow cytometry, RGS7-Galphao binding; actives lie on both sides; in the data active = binding response below about 49% or above about 150%; inconclusive = no clear call, values can overlap the other calls; inactive = in between;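 also: fluorescent Galphao held in activated GDP-AlF4 state binding bead-coupled RGS7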
# Numbers without * were called inactive; ? = inconclusive; . = no result given. No enrichment for hits. Share with any hit: about 3.3%.
SMILES,Avidin bead fluor,RGS8-Gao,Pf gametocyte,ABCB1 block,Mcl-1 Bim block,RGS4-Gao reg,Mcl1 Noxa PPI,GSH fluor,Mcl1 Bid PPI,ABCG2 block,RGS7-Gao reg
CCCN(CCC)S(=O)(=O)c1ccc(NS(=O)(=O)c2ccc(F)cc2)cc1,52*,99,.,0.9,-2,102,20,19,25,3,110
OC1CN=C2CCCc3c2n(c2ccc(Cl)cc32)C1 (stereo not given),40,101,.,0.1,-3,108,17,14,-18,0,108
COc1ccc(C2CC(C)(c3ccc(OC)cc3)Nc3ccccc3N2)cc1 (stereo not given),3,106,-42,.,.,112,-10,.,-43,.,?
CNc1ccc(/C=C/C(=O)c2ccc3c(c2)OCCO3)cc1[N+](=O)[O-],4,105,.,0.5,-5,103,-13,12,-14,-1,102
Cc1nc2c(sc3nc4c(cc32)COC(C)(C)C4)c(=O)n1Cc1ccccc1,9,97,.,-0.1,0,96,-5,29,-15,-1,99
COc1cc(OC)cc(-c2nc3cc(C)ccc3o2)c1,7,110,-15,0.3,0,100,-8,26,7,8,106
C=CCNC(=S)NNC(=O)c1ccc2c(c1)OCO2,7,97,-7,0.4,-2,101,-8,17,-34,2,102
O=C(O)CC(NC(=O)c1cccc([N+](=O)[O-])c1)c1ccc2c(c1)OCO2 (stereo not given),8,97,.,0.2,0,100,8,19,1,1,98
COc1ccc(NC2=C3CC(C)CC=C3N(c3ccc(OC)cc3)C2=O)cc1 (stereo not given),9,93,-33,0.8,-1,93,5,17,-26,20,?
CC1Cc2ccccc2N1CC(=O)Nc1ccc(Cl)c(S(=O)(=O)N(C)C)c1 (stereo not given),19,97,9,0.9,1,98,-1,14,-36,3,98

# Only RGS7-Gao reg, RGS4-Gao reg and ABCB1 block (two entries from above):
Structure | RGS7-Gao reg | RGS4-Gao reg | ABCB1 block
COc1ccc(NC2=C3CC(C)CC=C3N(c3ccc(OC)cc3)C2=O)cc1 (stereo not given) | ? | 93 | 0.8
CC1Cc2ccccc2N1CC(=O)Nc1ccc(Cl)c(S(=O)(=O)N(C)C)c1 (stereo not given) | 98 | 98 | 0.9

# Later entries
SMILES,Avidin bead fluor,RGS8-Gao,Pf gametocyte,ABCB1 block,Mcl-1 Bim block,RGS4-Gao reg,Mcl1 Noxa PPI,GSH fluor,Mcl1 Bid PPI,ABCG2 block,RGS7-Gao reg
O=C1CCCN1CCCNC(=S)Nc1ccccc1Cl,23,106,.,0.6,-1,106,-13,11,-39,2,104
CC1CCCC(C)N1/N=C/C=C/c1ccccc1[N+](=O)[O-] (stereo not given),9,103,-7,1.0,-4,100,13,26,-40,8,103
O=C(O)C(Cc1c[nH]c2ccccc12)NS(=O)(=O)c1ccc(Cl)cc1 (stereo not given),8,110,7,-0.3,-2,113,-7,18,-7,-1,?
Cc1ccc(-n2nc(CC#N)c(C#N)c2N)cc1Cl,22,101,-1,0.1,-2,103,13,14,-12,2,101
CCOC(=O)N1CCN(C(=O)C2CCN(S(=O)(=O)c3ccc(C)cc3)CC2)CC1,8,101,-13,0.1,-2,108,-8,8,-25,0,105
Cc1cc(NC(=O)c2cccc(S(=O)(=O)N3CCOCC3)c2)no1,5,101,.,0.1,2,99,18,26,-10,1,102
O=C(CCN1CCN(CC(=O)Nc2ccccc2Cl)CC1)Nc1ccccc1F,7,99,-6,1.5,2,99,1,4,-5,2,97
COc1ccc(N2CCSC2C(=O)NN)cc1 (stereo not given),23,99,.,-0.2,2,97,-6,23,-42,0,96
CC(C)(C)c1ccc(C(=O)NC(=S)NCC2CCCO2)cc1 (stereo not given),10,111,15,-1.1,-9,106,12,19,-14,-3,107
O=C(Nc1cccc([N+](=O)[O-])c1)c1cnccn1,5,80,-7,-0.1,1,86,43,6,-85,24,78
CC(NS(=O)(=O)c1ccccc1)C(=O)NCc1ccco1 (stereo not given),13,107,27,0.0,-1,101,21,25,-29,0,103
Cc1oc(-c2ccccc2F)nc1CS(=O)(=O)CC(=O)N1CCN(c2ccccc2)CC1,8,97,.,1.1,0,97,-3,27,-8,4,95
COC(=O)[C@@]1(Cc2ccc(F)cc2)[C@H]2c3cc(C(=O)N(C)C)n(CCSCCO)c3C[C@H]2CN1C(=O)c1ccccc1,20,102,.,1.1,-5,107,-4,19,-4,4,103
CCCCN1C(=O)c2ccc(C(=O)Nc3ccc(C)c(S(=O)(=O)N(C)C)c3)cc2C1=O,20,101,-8,11,2,99,8,11,5,21,99
Cc1ccc2oc(=O)c(/C=C(\O)c3ccccc3)nc2c1,5,100,16,-0.4,-1,100,16,20,-35,-1,92
CCC(C)(C)n1nnnc1C(c1ccccc1)N1CCN(C2CCCC2)CC1 (stereo not given),7,104,-55,0.0,0,106,-4,26,-10,-1,107
CC1(C)OC(=O)C(=Cc2ccc(-c3ccc(S(N)(=O)=O)cc3)o2)C(=O)O1,6,83,4,-1.3,-3,95,39,65,-31,6,94
C(=N\Nc1ncnc2ccccc12)/c1ccccc1,20,121,-18,-0.1,5,104,10,11,-26,0,104
Cc1ccccc1Cn1cnc2c(cnn2C(C)(C)C)c1=O,17,85,.,0.0,5,97,-12,19,1,0,99
O=C(COC(=O)c1cccs1)Nc1nc(-c2ccccc2)cs1,13,103,10,0.0,-2,100,16,12,-30,0,95
Cc1ccc(SCC(=O)Nc2ccc(N3CCN(C)CC3)c(F)c2)cc1,29,102,3,0.2,-1,101,4,24,-5,1,102
COc1ccccc1CN1CCN(Cc2nc(-c3ccccc3)no2)CC1,9,123,-16,0.6,-1,108,24,19,-21,2,112
CN(C)CCNC(=O)COc1cccc(Cl)c1,28,104,-43,0.7,0,107,4,20,-11,0,103
Cc1ccc2nc(C)cc(C(=O)OCC(=O)Nc3cccnc3Cl)c2c1,5,99,18,0.4,2,104,5,10,-12,6,101
CCOC(=O)c1c(-c2ccc(C)cc2)csc1/N=C(\C)C1=C(O)c2ccccc2C1=O,8,102,-15,.,.,96,22,.,-12,.,?
O=C(c1cc2sccc2n1Cc1ccc(F)cc1)N1CCCc2ccccc21,6,110,.,-0.2,-3,117,-9,69,-9,-1,112
CC(C)C1Oc2ccccc2N(CC(=O)N(Cc2ccncc2)Cc2ccco2)C1=O (stereo not given),5,106,.,0.5,1,99,19,15,-22,0,96
COc1ccc(OC)c(-n2cc3c(=O)n(C)c(=O)n(C)c3c2)c1,3,99,28,1.3,2,98,21,15,-70,10,98
Cc1n[nH]c(=S)n1/N=C/c1ccccc1OCc1ccc(Cl)cc1,19,95,0,-0.5,-4,93,-7,8,-67,-2,108
O=C(NNc1nc2ccccc2o1)c1ccccc1,6,100,-30,.,.,104,9,.,-20,.,?
CN(C)c1ccc(/C=C2\N=C(c3ccc(Cl)c([N+](=O)[O-])c3)NC2=O)cc1,9,101,13,83*,0,100,73*,22,40,83*,101
COc1ccc(Cl)cc1-c1n[nH]c(=S)o1,6,97,.,0.8,3,96,-29,17,-23,4,95
Cc1ccc(C(=O)C[n+]2ccc(-c3nnc4n3CCC4)cc2)cc1,11,101,15,0.6,-20,102,-1,9,37,16,100
COc1cc(NC(=O)c2nccnc2C(=O)O)cc(OC)c1,3,85,.,0.1,3,87,10,26,-6,1,94
O=C(CSc1ccc(-c2ccco2)nn1)NCc1ccc2c(c1)OCO2,24,101,-13,0.1,1,100,11,22,-52,1,101
COc1ccc(NC(=O)c2ccc(C(=O)c3cc(OC)ccc3OC)cc2)cc1,10,101,.,1.0,-2,97,-32,16,-12,6,100
OC(CN1CCCCC1)CN(c1ccccc1)c1ccccc1 (stereo not given),30,99,-40,0.8,0,103,13,24,-47,5,114
Cc1ccc(N(NC(=O)C(C)(C)O)C(=O)c2ccccc2)cc1C,12,102,18,0.4,-2,102,.,25,-8,3,102
Cc1ccc(SCC(=O)N2CCCC2)cc1,24,102,.,0.2,-2,100,9,19,-15,1,103
COc1ccc(NC(=O)C2CCCN2C(=O)NCc2ccccc2)cc1 (stereo not given),23,103,.,-0.1,-1,99,-12,13,-18,0,100
COC(=O)c1ccc(CSc2nc3c(cnn3-c3ccccc3)c(=O)[nH]2)o1,20,99,4,-0.1,1,104,20,11,-3,1,96
COc1ccc(C(C(=O)NC2CCCCC2)N(C(=O)CCl)c2ccc(Cl)cc2)cc1 (stereo not given),12,103,.,0.9,-2,101,11,13,-16,3,97
O=C(COC(=O)c1ccc(Br)o1)Nc1cccc(S(=O)(=O)N2CCCCCC2)c1,33,99,-2,0.7,0,99,3,19,-13,3,100
CC(=O)C1=C(O)C(=O)N(c2ccc(Br)cn2)C1c1ccc(Br)cc1 (stereo not given),8,101,8,.,.,98,2,.,-5,.,?
COc1ccc(C(=O)N2CCN(S(=O)(=O)c3ccc(Cl)cc3)CC2)cc1OC,8,102,11,-2.2,-1,99,3,30,6,-3,98
O=C(COc1ccc2ccccc2c1)N1CCN(C(=O)c2cccnc2)CC1,85*,103,-1,0.5,-1,110,1,17,2,1,133
COc1cc(CN2CCN(c3ccccc3C)CC2)cc([N+](=O)[O-])c1O,2,120,.,6.5,-3,101,43,12,22,26,104
COc1cc(OC)cc(C(=O)OCC(=O)NCc2ccc3c(c2)OCO3)c1,11,102,.,1.9,-2,99,8,27,-15,25,100
CCOC(=O)C1(CC2CC2)CCN(Cc2cc(Cl)c(O)c(OC)c2)CC1,15,100,17,0.5,6,100,7,23,-63,1,105
O=C(O)C1Cc2ccccc2CN1C(=O)COc1ccc(Br)cc1 (stereo not given),5,98,.,-0.7,0,102,6,20,-44,-3,104
# Following part
SMILES,Avidin bead fluor,RGS8-Gao,Pf gametocyte,ABCB1 block,Mcl-1 Bim block,RGS4-Gao reg,Mcl1 Noxa PPI,GSH fluor,Mcl1 Bid PPI,ABCG2 block,RGS7-Gao reg
C=CCOc1cccc(C2c3c(oc4ccc(F)cc4c3=O)C(=O)N2CCCN2CCOCC2)c1 (stereo not given),8,103,.,.,.,96,2,.,-77,.,?
COc1cccc(NC(=O)Cc2cn(C)c3ccccc23)c1,27,105,-26,0.1,2,98,-3,12,-38,1,98
S=C1NC(C23CC4CC(CC(C4)C2)C3)=CC(c2ccc3c(c2)OCO3)N1 (stereo not given),11,101,-5,-0.2,-4,99,-5,16,-31,0,98
Cc1ccc(-c2ccc(CCC(=O)O)n2-c2cccc(O)c2)cc1,8,100,.,0.3,5,97,14,4,-37,2,101
O=C(CN1CCN(Cc2ccccc2)CC1)N/N=C/c1cccnc1,10,99,6,.,.,105,28,.,-8,.,?
Fc1ccccc1NC(=S)Nc1cccnc1,10,104,.,0.1,0,103,9,18,-60,0,106
O=C(NCCN1C(=O)S/C(=C\c2ccc(OC(F)F)cc2)C1=O)[C@@H]1CCCN1C(=O)c1cccs1,20,102,11,1.4,-5,101,-1,16,-32,8,102
Cc1ccc(S(=O)(=O)/C(C#N)=C/c2c(N3CC(C)OC(C)C3)nc3ccccn3c2=O)cc1 (stereo not given),13,98,7,1.5,-3,100,-12,12,-10,2,95
